Screening data: PubChem BioAssay, several laboratories
Anthrax LF prot = inhibitors of Bacillus anthracis lethal factor protease; inhibition, % at 10 µM; AID 588501; 360,000 compounds, 0.12% hits; multiplex microsphere protease cleavage assay, LF; also: plate controls were buffer without enzyme for full effect and enzyme alone for no effect
Target sequence (P15917 whole entry, looked up): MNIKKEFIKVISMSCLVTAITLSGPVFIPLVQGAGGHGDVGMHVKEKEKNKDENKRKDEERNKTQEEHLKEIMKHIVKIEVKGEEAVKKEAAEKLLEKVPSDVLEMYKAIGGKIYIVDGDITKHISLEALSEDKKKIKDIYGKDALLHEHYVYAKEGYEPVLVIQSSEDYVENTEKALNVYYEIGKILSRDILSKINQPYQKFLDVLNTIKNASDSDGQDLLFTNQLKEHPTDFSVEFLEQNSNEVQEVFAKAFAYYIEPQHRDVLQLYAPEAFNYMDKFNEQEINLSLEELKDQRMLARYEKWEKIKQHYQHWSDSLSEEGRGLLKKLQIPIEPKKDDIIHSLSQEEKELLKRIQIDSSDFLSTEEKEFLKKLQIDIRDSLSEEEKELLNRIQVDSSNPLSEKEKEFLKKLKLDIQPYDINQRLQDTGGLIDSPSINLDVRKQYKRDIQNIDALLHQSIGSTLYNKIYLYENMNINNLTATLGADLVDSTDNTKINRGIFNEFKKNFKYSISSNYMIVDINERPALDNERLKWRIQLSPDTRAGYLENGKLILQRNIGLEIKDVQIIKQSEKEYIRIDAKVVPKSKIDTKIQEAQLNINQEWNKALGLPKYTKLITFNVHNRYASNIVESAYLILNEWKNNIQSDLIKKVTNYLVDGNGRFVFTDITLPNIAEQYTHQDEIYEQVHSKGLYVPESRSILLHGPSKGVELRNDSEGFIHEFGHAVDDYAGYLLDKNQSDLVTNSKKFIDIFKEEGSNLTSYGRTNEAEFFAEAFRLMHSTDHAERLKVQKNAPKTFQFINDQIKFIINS
Yp Topo-I inh = blocks Yersinia pestis topoisomerase I activity. Y. pestis Topo-I cleavage product accumulation, plate reader. 360,000 compounds, 0.064% hits. activity, % at 10 µM; in the data active = activity above about 50%, passing the limit was not always enough; inconclusive = no clear call, values can overlap the other calls; also: inactives centre near 2
TcdB inh = TcdB glycohydrolase inhibition | 350,000 compounds, 0.24% hits | AID 652162 | TcdB glycohydrolase enzymatic assay, plate reader | P18177 | inhibition, % at 9.99 µM; in the data active = inhibition above about 10%
3CLpro inhibitor = SARS-CoV 3CLpro protease inhibition. recombinant SARS-CoV 3CLpro, quenched FRET peptide cleavage. 290,000 compounds, 0.14% hits. inhibition, % at 6 µM. P0C6X7; in the data active = inhibition above about 12%
PrPC surface inh = reduces human prion protein on the cell surface. P04156. cell surface PrPC, TR-FRET read-out. inhibition, % at 13.8 µM. 370,000 compounds, 0.43% hits; in the data active = inhibition above about 24%; also: 0% = median of the test wells and 100% = reference compound wells
BH1578 lux ind = quorum light induction in luxS cqsA deficient V. cholerae; V. cholerae BH1578 lux reporter, luminescence, 6 h; activation, % at 18.7 µM; 350,000 compounds, 0.16% hits; AID 588436; in the data active = activation mostly above about 9.7%, no sharp cut-off; inconclusive = no clear call, values can overlap the other calls; inactive = mostly below about 3.7%; also: not every result past the cut was called active; inactives centre near 0; reference of the scale not given here
PfHsp40 rescue = compounds rescuing yeast from Plasmodium falciparum HSP40 toxicity; S. cerevisiae expressing PfHsp40, growth rescue, ATP luminescence; growth rescue, % at 12.5 µM; 340,000 compounds, 0.68% hits; AID 504582; in the data active = growth rescue above about 28%, passing the limit was not always enough; inconclusive = no clear call, values can overlap the other calls;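 also: yeast W303a lacking pdr1 and pdr3 grown in galactose medium; growth measured after three days at 30 °C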
PriA SSB inh = K. pneumoniae PriA-SSBct interaction inhibition; AlphaScreen SSBct-PriA binding, biotinylated peptide; inhibition, % at 33 µM; 430,000 compounds, 0.6% hits; AID 1272365; in the data active = inhibition mostly above about 37%, no sharp cut-off; inactive = mostly below about 20%;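 also: plate controls were negative control peptide for no effect and reference peptide for full effect; strong numbers were not always called active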
BoNT A protease = BoNT A light chain protease inhibition | 360,000 compounds, 0.17% hits | multiplex microsphere protease substrate cleavage, flow cytometry | inhibition, % at 10 µM; also: plate controls were buffer without enzyme for full effect and enzyme alone for no effect
* hit, by the source's call; i = inactive; ? = inconclusive; / = not tested or not shown; & = joins results of further samples. Rule as the data show it, unless noted: active = inhibition above about 30%; inconclusive = no clear call, values can overlap the other calls; inactive = below that.

molecule	Anthrax LF prot	Yp Topo-I inh	TcdB inh	3CLpro inhibitor	PrPC surface inh	BH1578 lux ind	PfHsp40 rescue	PriA SSB inh	BoNT A protease
Cc1cccn2c(=O)c3cc(C(=O)N4CCC5(CC4)OCCO5)n(C)c3nc12	3	-6	/	1	8	3.8	-1.7	-16	-0.8
CC12C(=O)N(c3nccs3)C(=O)C1C1C=CC2C1 (stereo not given)	2	5	/	0	7	-0.6	-1.4	-4	1.0
CC(NC(=O)CCNC(=O)c1ccco1)c1ccc(F)cc1 (stereo not given)	1	5	-1.1	4	-2	0.2	-0.2	-18	2.9
COc1ccc(CCNC(=O)CN2C(=O)c3ccccc3S2(=O)=O)cc1OC	2	7	/	3	-1	0.8	0.7	-19	-0.2
O=C(CSc1ncccn1)N/N=C/c1ccc2c(c1)OCO2	1	4	0.7	3	4	-0.1	-1.0	/	0.7
COc1ccc(Cn2nnnc2C(c2cccnc2)N2CCN(c3ccc(O)cc3)CC2)cc1 (stereo not given)	-6	-8	/	-5	-1	i	1.9	1	0.9
COc1ccc(N=c2oc3c(OC)cccc3cc2C(=O)NCc2ccco2)cc1OC	-7	-3	/	4	/	i	-0.9	9	?
O=C1OC(CO)CN1Cc1ccccc1 (stereo not given)	-23	2	1.7	2	0	1.9	1.3	-14	-0.2
O=C(O)CCC(=O)Nc1sc2c(c1C(=O)Nc1ccccc1)CCCCC2	4	2	-0.4	0	-10	-0.4	-0.5	4	12
Cc1ccc(OCCNC(=O)C2CC(=O)N(Cc3ccccc3)C2)cc1 (stereo not given)	-6	6	-1.0	/	-1	-1.3	0.2	-1	0.1
C=C[C@@]1(C)CCC(/C(C)=C/C=C/C(C)(C)O)C[C@@H]1C(=C)C (stereo not given in full)	5	-6	-2.8	/	3	-0.2	-0.7	-5	0.1
CN(C)CC(O)CN1C(=O)N(CN2C(=O)N(CC(O)CN(C)C)C(=O)C2(C)C)C(C)(C)C1=O (stereo not given)	-6	-8	0.5	2	7	0.2	-0.5	-13	-1.0
Cc1c(C(=O)NNC(=O)c2csc(N3CCOCC3)n2)oc2ccccc12	3	-3	0.3	/	3	-0.2	0.5	2	0.1
CCC(=O)N1CCc2cc(S(=O)(=O)NCCCN3CCN(Cc4ccccc4)CC3)ccc21	-2	20	/	2	-7	i	-0.4	-17	0.7
Oc1ccccc1C(=S)N1CCCCC1	-6	2	/	5	-3	2.2	-0.8	5	0.1
O=C(O)Cn1cnc2sc3c(c2c1=O)CCCC3	3	2	0.7	7	0	-0.6	-1.4	-4	0.7
O=C(COC(=O)C1(c2ccc(F)cc2)CCCC1)Nc1ncc(C(F)(F)F)cc1Cl	0	6	/	3	7	-0.2	0.3	-17	-0.1
CCCCN(Cc1ccccc1)S(=O)(=O)c1c(N)n(C)c(=O)n(C)c1=O	-1	3	1.2	-1	0	i	-1.3	-11	-0.4
Fc1ccc(NC(=S)N2CCCC2)cc1Cl	0	1	/	3	-4	i	3.8	-18	0.0
c1ccc(COc2ccc(-c3cc4nc(NCc5ccc6c(c5)OCO6)ccn4n3)cc2)cc1	-5	-10	0.7	/	24	1.2	/	/	-0.1
CCOc1ccc(-c2cc(C(=O)Nc3cccc(C(F)(F)F)c3)[nH]n2)c(C)c1	-6	-5	0.6	/	0	-0.2	/	/	-0.3
CN(Cc1ccon1)C(=O)c1ccc2nc(Cc3cccc(Cl)c3)oc2c1	-1	8	0.2	-4	1	-0.3	0.1	-7	1.2
Cc1[nH][nH]c(=O)c1N=Nc1ccc(Cl)cc1	-2	-3	0.4	0	-5	-0.5	1.1	12	-0.5
CCc1nnc(NC(=O)c2ccncc2)s1	3	-5	/	2	-1	10	-0.2	-13	0.5
Cc1onc(-c2ccccc2)c1C(=O)N/N=C/c1ccccc1OC(C)C	-2	18	-1.5	-2	3	i	2.3	/	0.5
COCCCNC(=O)CN(c1ccc(OC)cc1)S(=O)(=O)c1ccc(NC(C)=O)cc1	-6	3	/	0	6	i	1.1	-16	1.2
CCN1C(=O)/C(=C\N(C)C)c2ccccc21	-9	8	/	6	5	/	41*	-4	-1.8
Cc1ccc(/C=N/N2CCOCC2)s1	-1	-4	-1.0	3	1	0.2	0.2	/	-0.1
Cn1c(N)c(C(=O)COC(=O)COc2ccccc2Cl)c(=O)n(C)c1=O	0	6	-0.2	/	-3	-0.5	-0.1	-1	0.1
C[C@H](CO)N1C[C@H](C)[C@@H](CN(C)C(=O)Cc2ccccc2)OCCCC[C@H](C)Oc2ccc(NC(=O)NC3CCCCC3)cc2C1=O	2	15	-0.4	/	9	-1.1	/	/	-0.8
CCSc1nnc(NC(=O)C2CSC3(C)CCC(=O)N23)s1 (stereo not given)	/	1	1.9	/	0	-0.4	0.0	-10	/
CCc1c(C#N)c(N)nc(SCC(=O)OCc2ccccc2)c1C#N	-6	14	/	3	1	-11	0.0	-25	-3.1
COc1ccc(Cc2nnc(NC(=O)c3ccc(OC)c(OC)c3)s2)cc1	4	6	0.3	4	-1	-0.2	0.1	-13	-0.5
COCCNC(=O)CNS(=O)(=O)c1ccc2nc(C)sc2c1	2	3	/	1	-7	/	0.3	-7	-0.4
CCOc1ccc(NC(=O)CC2C(=O)N(c3ccc(OC)cc3)C(=O)N2Cc2ccc(OC)cc2)cc1 (stereo not given)	-3	5	4.9	6	2	i	1.3	-3	-0.1
c1ccc(Cc2noc(CN3CCC(CN4CCOCC4)CC3)n2)cc1	3	8	0.5	3	2	-0.4	-0.3	-2	-1.0
CC(C)c1ccc(OCC(=O)N(c2ccccn2)C2CCCCC2)cc1	-1	39	/	0	0	-0.2	3.2	-5	-0.1
O=C(CSc1nnnn1-c1cccnc1)Nc1cccc(Cl)c1	0	3	0.1	-4	4	-0.3	2.6	-8	-0.5
CC(C)(C)c1nnc(NS(=O)(=O)c2ccc([N+](=O)[O-])cc2)s1	12	4	0.2	0	-29	i	-1.2	3	1.7
Cc1nc(CN(C)C(=O)c2cc(COc3ccc4ncccc4c3)on2)cs1	-8	8	1.7	-5	14	-0.4	-0.6	9	-1.7
CC1(C)CC(=O)C=C(NCCCN2CCCC2=O)C1	-19	-9	/	-3	3	/	-1.8	-7	-2.6
O=C(Cc1ccc(S(=O)(=O)N2CCOCC2)s1)NCCOc1ccccc1F	2	3	3.2	/	2	i	0.3	-6	-0.4
CC(CN1CCOCC1)OC(=O)c1ccccc1Cl (stereo not given)	-9	3	3.4	4	10	0.0	0.3	3	-7.0
COc1ccc(OCC(O)CN2C(=O)c3ccccc3S2(=O)=O)cc1 (stereo not given)	3	-1	/	0	1	i	-1.2	-17	-0.8
CCOc1cc(N2CCOCC2)c(OCC)cc1NC(=O)COC(=O)CCOc1ccc(C)cc1	0	5	0.3	/	3	-4.0	2.5	-1	2.6
Cc1cccc(Nc2nc(N)c([N+](=O)[O-])c(N3CCOCC3)n2)c1	3	-4	2.5	5	-8	-3.1	-1.9	17	0.0
O=C(Nc1ccc(N2CCOCC2)c(Cl)c1)c1ccccc1Cl	1	0	4.8	5	1	-0.1	0.6	-3	0.8
CCOC(=O)[C@]12Cc3c(cc(OC)c(OC)c3OC)[C@H]1N(C(C)C)C(=O)c1ccccc12	-1	/	-0.6	/	7	/	/	/	-0.1
C[C@@H]1O[C@@H](OC[C@@H]2O[C@H](Oc3c(-c4ccc(O)cc4)oc4cc(O)cc(O)c4c3=O)[C@@H](O)[C@H](O)[C@H]2O)[C@H](O)[C@H](O)[C@H]1O	4	-13	0.9	/	-2	-0.2	-1.7	-19	-0.3
CN1CCN(c2ncnc3c2ncn3[C@H]2CN(Cc3ccccc3)C[C@@H](CO)O2)CC1	-1	-2	0.9	/	-1	0.3	/	/	-0.3

Two entries from above, with each value named.
Cn1c(N)c(C(=O)COC(=O)COc2ccccc2Cl)c(=O)n(C)c1=O
  Anthrax LF prot: 0
  Yp Topo-I inh: 6
  TcdB inh: -0.2
  3CLpro inhibitor: /
  PrPC surface inh: -3
  BH1578 lux ind: -0.5
  PfHsp40 rescue: -0.1
  PriA SSB inh: -1
  BoNT A protease: 0.1

O=C(O)Cn1cnc2sc3c(c2c1=O)CCCC3
  Anthrax LF prot: 3
  Yp Topo-I inh: 2
  TcdB inh: 0.7
  3CLpro inhibitor: 7
  PrPC surface inh: 0
  BH1578 lux ind: -0.6
  PfHsp40 rescue: -1.4
  PriA SSB inh: -4
  BoNT A protease: 0.7

Next section
molecule	Anthrax LF prot	Yp Topo-I inh	TcdB inh	3CLpro inhibitor	PrPC surface inh	BH1578 lux ind	PfHsp40 rescue	PriA SSB inh	BoNT A protease
O=C(N/C=C/c1ccco1)OCc1ccccc1	6	1	-0.5	5	0	i	-0.7	3	0.3
NS(=O)(=O)c1ccc(CCN2C(=O)/C(=C\c3ccc(Cl)cc3)SC2=S)cc1	1	5	/	-1	-6	-0.2	-0.2	-2	0.0
COc1ccc(C2C3=C(CC(C)(C)CC3=O)Oc3ncn(Cc4ccccc4)c(=N)c32)cc1 (stereo not given)	3	13	/	0	0	i	0.9	-8	?
CCOC(=O)c1cc(-c2ccc(Cl)cc2)nc2c1c(C)nn2CCC#N	5	35	/	-1	5	-12	0.1	-14	0.7
O=C1CC(c2cccc(Br)c2)C2=C(COC2=O)N1 (stereo not given)	5	-12	-1.4	0	3	i	-0.4	-5	-0.7
Cn1c(=O)c2c(nc(Sc3ncnn3CC(=O)NC(C)(C)C)n2C)n(C)c1=O	-4	4	0.0	-1	10	i	1.4	-8	0.7
O=C(O)c1c[nH]c2ccc(S(=O)(=O)N3CCN(c4ccc(F)cc4)CC3)cc2c1=O	-5	1	-7.9	3	8	i	?	-3	-0.8
CC(C)(C)[C@]1(O)C[C@@H]2OC(=O)C[C@@]23C(=O)O[C@@H]2OC(=O)[C@@H](O)C213 (stereo not given in full)	-5	4	0.0	/	-5	-0.6	1.5	-11	0.1
C=CCO/N=C/C1=C(O)C(C(=O)OC)C(C)(C)CC1=O (stereo not given)	-6	5	1.2	0	2	0.6	-0.4	/	0.6
CCCN(C(=O)CSc1ccccc1C(=O)O)C1CCS(=O)(=O)C1 (stereo not given)	-4	-3	0.9	/	-1	-0.6	-1.3	-9	-0.8
Cn1nnnc1Sc1ncnc2scc(-c3ccc4c(c3)OCO4)c12	-2	-7	1.1	/	-2	i	-0.3	-4	1.1
Cc1ccc(C(=O)Nc2cccc3[nH]c(C(F)(F)F)nc23)cc1	25	-7	0.6	3	13	i	0.4	-2	0.1
CCCNc1c(NS(=O)(=O)c2ccc(OC)c(OC)c2)c(=O)oc2ccccc12	-2	3	/	3	/	i	-1.3	-11	0.9
CC(c1n[nH]c(=S)n1-c1ccc(F)cc1)N1CCCCC1 (stereo not given)	-4	-7	1.5	1	7	-3.3	2.2	-10	-1.0
Cc1nc2nc[nH]n2c(=O)c1CC(=O)O	-6	2	-0.5	0	8	-5.9	0.3	5	-0.1
CCOC(=O)C1CCCN(C(=S)Nc2ccc(Nc3ccccc3)cc2)C1 (stereo not given)	1	13	-3.3	8	-2	i	-0.5	21	-0.1
CCc1ccc(N2C(=O)CC(Cn3nc(C)cc3C)C2=O)cc1 (stereo not given)	-13	-9	1.6	0	-6	i	-0.4	-3	-8.0
Cc1cc(=O)c2ccc(C(F)(F)F)cc2[nH]1	0	-13	-0.1	-6	-6	-0.2	0.1	1&9&19&-7	0.2
COc1cc(S(=O)(=O)Nc2cccc(C)c2)ccc1NC(=O)c1cccnc1	0	-10	/	-3	6	-0.1	1.5	5	-1.7
Cc1cc(NC(=O)CSc2nnc(-c3ccncc3)n2-c2ccccc2)no1	4	-1	0.7	-2	4	i	-1.3	-1	-0.5
FC(F)(F)c1cccc(NC(=S)N2CCN(c3ccccn3)CC2)c1	-2	-10	0.9	4	6	i	18	-11	-0.6
CCOC(=O)c1c(C)[nH]c(C)c1C(=O)COC(=O)c1ccc([N+](=O)[O-])s1	-7	-5	0.4	/	-23	2.1	6.2	22	0.4

Only part of the results is shown, so the mix of outcomes need not match the whole.
